Source: PubChem BioAssay (National Center for Advancing Translational Sciences (NCATS))
Nrf2 block: Nrf2 pathway inhibition; AID 504444; 2.1% of 360,000 active; Potency, µM (series often up to 46 µM), inactives show top-dose activity change, negative = inhibition, most hits filed as inhibitors; A549 ARE-Fluc reporter, luciferase luminescence, 18-24 h; note: potency is the fitted concentration of half-maximal effect; % is set by controls: 0 for no effect and ±100 for the full control effect; nearly all actives have a fitted effect of over 60% in size
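A549 ARE_Fluc cells (5000/well, 5% FBS OPTI-MEM) pre-incubated 2 h, then treated with compounds 18-24 h at 37C/5% CO2 in concentration-response. CellTiter-Fluor viability read first; BugLite luciferase luminescence after 15 min at room temperature gives Nrf2 activity.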
ATXN viability: viability counter-screen for ATXN expression inhibitors | Potency, µM (doses to about 56.7 µM), hits mostly cytotoxic | 0.49% of 400,000 active | S2 cells (HEK-293 line with an ATXN2-luciferase reporter) viability, CellTiter-Fluor protease fluorescence, 24 h; note: potency is the fitted concentration of half-maximal effect; nearly all actives have a fitted effect of over 40% in size
Mm-Cpn inhibitor: blocks the Methanococcus maripaludis chaperonin Mm-Cpn. purified Mm-Cpn ATPase, ADP Transcreener TR-FRET. Potency, µM (series often up to 76.9 µM), inactives show top-dose activity, negative = inhibition, most hits filed as inhibitors. 0.031% of 330,000 active. AID 504842; note: potency is the fitted concentration of half-maximal effect; % is set by controls: 0 for no effect and ±100 for the full control effect; nearly all actives have a fitted effect of over 80% in size
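Eu-cryptate anti-ADP/ADP-d2 competition gives a ratio inversely related to ADP. Enzyme at 25 nM was pre-exposed to compound for 10 min, then given 10 uM ATP for 30 min, 37°C throughout.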
pAkt inh: Akt phosphorylation inhibition; Neuro2A IGF-stimulated pAkt S473 HTRF, 20 min; active compounds read low; activity change, % for hits at 50 µM; 0.32% of 360,000 active; AID 651550; in the data active = activity change below about -80%; inconclusive = mostly about -51% to -80%; note: % is set by controls: 0 for no effect and ±100 for the full control effect
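Single-point screen (50 µM final compound) in Neuro2A cells stimulated 20 min with 6 nM IGF at 37 deg C. After lysis, Ser473-phosphorylated Akt read by HTRF (ex 330 nm, em 615/665 nm) as the 665/615 ratio.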
CCT chaperon mod: cytosolic chaperonin activity modulation; purified chaperonin ATPase assay, HTRF ADP detection, 30 min; 0.3% of 360,000 active; activity change, % (no concentration beside the values), hits read low; AID 651819; in the data active = activity change below about -30%; note: % is set by controls: 0 for no effect and ±100 for the full control effect
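First, chaperonin was dispensed at 40 nM or 20 nM final depending on batch activity. Next, compounds were pinned at 76 uM and ATP added at 10 uM. After 30 min at 37 °C, ADP detection reagents ran 30 min at ambient temperature.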
HepG2 viability: counter-screen for TGF-b inhibitors: cytotoxicity in HepG2 cells. HepG2 CAGA-GFP viability, ATP luminescence, 18 h. Potency, µM (titrated, usually from 46.1 µM), for the others: top-dose activity change, negative = cytotoxicity, actives largely listed as cytotoxic. 0.76% of 410,000 active. AID 588856; note: potency is the fitted concentration of half-maximal effect; some results filed as inactive show a strong effect at the top dose
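CellTiter-Glo luminescence gave cytotoxicity after 18 hours at 37 degrees C. The cells were HepG2 CAGA-GFP in 1% FBS DMEM, stimulated with 500 pg/mL TGF-beta after compound addition. %Activity was normalised to no-cell wells (complete cell-killing) and DMSO (no toxicity), and curves were fitted and classified.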
A549 viability: kills or reduces viability of A549 cells in Nrf2 counter-screen; AID 504648; 0.16% of 390,000 active; Potency, µM (series often up to 46 µM), inactives show at the highest dose activity change, negative = cytotoxicity, actives largely listed as inhibitors; A549 ARE-Fluc cells, CellTiter-Fluor viability, 18-24 h; note: potency is the fitted concentration of half-maximal effect; % is set by controls: 0 for no effect and ±100 for the full control effect
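Cytotoxicity counterscreen: CellTiter-Fluor fluorescence was measured in A549 ARE_Fluc cells after 18-24 h of compound exposure in a concentration series. The subsequent BugLite luminescent read reports ARE-luciferase activity.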
Nrf2 activator: activates Nrf2 signaling | AREc32 ARE-luciferase reporter (MCF7-derived line), luminescence, 24 h | Potency, µM (highest dose often 46.1 µM), without a hit: at the top dose activation, hits mostly activators | 0.31% of 410,000 active | AID 624171; note: potency is the fitted concentration of half-maximal effect; % of control where 0% means no effect; nearly all actives have a fitted effect of over 65% in size
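For detection, Steady-Glo was added and plates sat 30 min at RT; before that, AREc32_Fluc cells grown overnight in OPTI-MEM/5% FBS had been treated with 23 nL compound for 24 hr at 37 deg C.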
TGFb inhibitor: inhibitors of TGF-b signaling; HepG2 CAGA-GFP TGF-b/SMAD3 reporter, GFP fluorescence, 18 h; TGF-beta stimulated, 500 pg/mL final; Potency, µM (titrated, usually from 46.1 µM), for the others: at the top dose activity, negative = inhibition, most hits filed as inhibitors; 1.2% of 410,000 active; note: potency is the fitted concentration of half-maximal effect; % is set by controls: 0 for no effect and ±100 for the full control effect; nearly all actives have a fitted effect of over 65% in size
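Inhibition was scored as loss of TGF-beta-induced (500 pg/mL final, 18 hours, 37 degrees C) GFP in HEPG2 cells carrying a CAGA-GFP reporter, in DMEM with 1% FBS. Well GFP was summed per cell; Activity was normalised to unstimulated and stimulated DMSO wells, then concentration-response fitting.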
The depositor's hits bear a star; i = inactive; ? = inconclusive; . = not tested or not shown; [ ] = another dose, or the depositor's remark. Unless noted, calls come from the whole dose curve; as a rule, active = well fitted curve in the direction sought with a large enough effect; inconclusive = small, poorly fitted or top-dose-only effect, or another doubt; inactive = no such curve, though single readings can be large; an effect the other way counts as inactive or inconclusive.

compound	Nrf2 block	ATXN viability	Mm-Cpn inhibitor	pAkt inh	CCT chaperon mod	HepG2 viability	A549 viability	Nrf2 activator	TGFb inhibitor
COc1cc(N2CN=c3s/c(=C\c4ccccn4)c(=O)n3C2)cc(OC)c1OC	-2.0%	i	3.0%	i	-1.2	-31.8%	-1.6%	0.2%	-1.4%
O=C(OCCOc1ccccc1)c1cccc(S(=O)(=O)N2CCOCC2)c1	21.7%	?	3.4%	i	0.3	9.4%	-0.3%	-0.1%	18.8%
CCC(=NNS(=O)(=O)c1ccc(C)cc1)c1ccc(OC)c(C)c1	.	i	.	i	-1.5	-9.9%	.	-0.2%	1.7%
O=C(O)[C@H](Cc1ccccc1)N1C(=O)c2c(Cl)c(Cl)c(Cl)c(Cl)c2C1=O	6.5%	i	2.3%	i	0.0	-14.5%	6.2%	27.4%	-5.3%
CCOC(=O)c1ccc(-n2ccnc2)c(NC(=O)c2ccc(C(C)(C)C)cc2)c1	2.9%	i	-0.6%	i	1.2	10.7%	0.1%	0.0%	1.4%
CCOC(=O)c1c(C)oc(NC(=O)COc2ccc(Cl)cc2C)c1C#N	-9.8%	?	0.4%	i	-1.3	-19.2%	0.6%	-0.6%	-5.9%
O=C1c2cccc3c(N4CCCCC4)ccc(c23)C(=O)N1c1cccc(O)c1	?	.	-11.0%	i	-2.8	-29.9%	-14.6%	4.8%	47.5%[activator]
C=CCn1c(Br)nc2c1c(=O)n(C)c(=O)n2C	1.5%	i	0.9%	i	-1.5	-6.9%	-5.4%	-0.3%	-16.8%

The results go on:
compound	Nrf2 block	ATXN viability	Mm-Cpn inhibitor	pAkt inh	CCT chaperon mod	HepG2 viability	A549 viability	Nrf2 activator	TGFb inhibitor
O=C(N/N=C\c1cc2c(cc1Cl)OCO2)c1cccs1	0.2%	i	4.6%	i	0.0	-17.4%	8.6%	10.0%	-19.6%
Cc1c(N(C)S(=O)(=O)c2cccc(C(=O)NCc3cccnc3)c2)c(=O)n(-c2ccccc2)n1C	.	.	.	i	-0.9	-2.3%	.	-0.8%	3.8%
CCN(CC)CC(O)c1ccc2ccc3ccc(O)cc3c2c1 (stereo unspecified)	?	i	.	i	-1.8	-41.3%	?	9.6%	1.2%
Cc1ccc(-n2ncc(C(=O)Nc3ccc(C)c(F)c3)c2C2CCN(C(=O)OC(C)(C)C)CC2)cc1C	23.0%	.	.	.	.	-2.2%	11.3%	0.4%	-19.6%
Nc1ccn([C@@H]2O[C@H](C(=O)N3CCN(Cc4ccccn4)CC3)[C@@H](O)[C@H]2O)c(=O)n1	.	i	.	i	0.2	.	.	-1.1%	.
Cc1ccc(S(=O)(=O)Nc2ccc(-c3ccc4nncn4n3)cc2)cc1	-1.2%	i	-0.8%	i	-1.8	-36.5%	0.7%	6.2%	-26.0%
CCOc1ccc(NC(=O)Cc2c(O)c3ccccc3[nH]c2=O)cc1	6.3%	i	-1.4%	i	0.3	-16.1%	-2.0%	0.0%	5.6%
CSc1ccc(/C=C/C(=O)OCC(=O)N(C)CCC#N)cc1	5.7%	i	-8.1%	i	-1.2	-11.8%	10.8%	2.4%	2.2%

Following part
compound	Nrf2 block	ATXN viability	Mm-Cpn inhibitor	pAkt inh	CCT chaperon mod	HepG2 viability	A549 viability	Nrf2 activator	TGFb inhibitor
CN1CCN(NC(=O)NC2CCCCC2)CC1	11.4%	i	-1.2%	i	-2.0	-5.4%	11.7%	-0.1%	0.0%
CCOc1ccccc1N1CCN(S(=O)(=O)c2cccs2)CC1	?	i	0.4%	i	-6.2	-10.2%	-5.7%	-0.5%	0.3%
C=CCNC(=O)Cn1c(=O)c2c(ncn2CCC(C)C)n(Cc2ccccc2)c1=O	-23.3%	i	2.9%	i	0.6	-7.2%	3.2%	-0.4%	10.8%
CC(C)c1c(C#N)c(N)nc(SCC(=O)c2cc3ccccc3oc2=O)c1C#N	?	i	-2.8%	i	-2.5	-9.8%	?	11.1%	-18.6%
CCOC(=O)CN(C(=O)CN1CCOCC1)c1ccc(Br)cc1	7.7%	i	0.9%	i	-3.0	-17.4%	-7.0%	0.4%	0.0%
COc1ccccc1NC(=O)c1ccc(NC(=O)CSc2nnnn2C)cc1	-10.9%	?	-0.3%	i	-2.2	-13.7%	-1.2%	0.8%	12.5%
COCCn1c(C)cc(C(=O)CSc2cc(C)c3ccccc3n2)c1C	3.2%	i	0.6%	i	-3.2	-28.6%	-4.4%	2.9%	-1.8%
COc1ccc(CCNC(=O)C2CC(=O)N(c3ccccc3)C2)cc1OC (stereo unspecified)	4.2%	i	0.7%	i	0.3	4.7%	1.1%	0.4%	-1.5%

Quoted at random: two entries already listed, in no set order.
compound	Nrf2 block	ATXN viability	Mm-Cpn inhibitor	pAkt inh	CCT chaperon mod	HepG2 viability	A549 viability	Nrf2 activator	TGFb inhibitor
CCOc1ccccc1N1CCN(S(=O)(=O)c2cccs2)CC1	?	i	0.4%	i	-6.2	-10.2%	-5.7%	-0.5%	0.3%
CN1CCN(NC(=O)NC2CCCCC2)CC1	11.4%	i	-1.2%	i	-2.0	-5.4%	11.7%	-0.1%	0.0%

Next records follow:
compound	Nrf2 block	ATXN viability	Mm-Cpn inhibitor	pAkt inh	CCT chaperon mod	HepG2 viability	A549 viability	Nrf2 activator	TGFb inhibitor
CCCNC(=O)c1cc2nc(-c3ccc(Br)cc3)cc(C(F)(F)F)n2n1	-8.5%	i	.	.	.	-15.0%	1.5%	2.3%	2.4%
O=C(Nc1nnc(C2CC2)s1)c1cccc(S(=O)(=O)N2CC(c3ccccc3)CC2=O)c1 (stereo unspecified)	-13.4%	i	-3.7%	i	-1.0	-32.7%	-1.6%	-0.4%	-5.5%
COC(=O)c1cn[nH]c1NC(=S)Nc1ccc(C)cc1Cl	.	i	1.7%	i	-8.6	-6.0%	-13.6%	0.4%	8.8%
Cc1cc(C)c(S(C)(=O)=O)c(Oc2cccc(Cl)c2)n1	.	i	-0.6%	i	0.2	7.1%	-5.2%	0.5%	21.5%
CCNC(=S)NNC(=O)c1cc(-c2cccc(OCC)c2)nc2ccccc12	.	i	-0.2%	i	-0.3	-4.1%	3.9%	3.0%	29.5%
N#Cc1ccccc1Cn1c(=O)n(-c2ccc(F)c(Cl)c2)c(=O)c2sccc21	5.6%	.	.	.	.	-10.1%	-4.9%	-0.4%	-11.6%
Cc1ccc(NC(=O)Cn2c(=S)[nH]c3ccccc32)cc1	15.4%	i	-1.8%	i	-3.7	0.4%	-2.0%	3.3%	1.9%
CC1Cc2ccccc2N1C(=O)COC(=O)c1ccc(S(=O)(=O)N(C)C)cc1 (stereo unspecified)	?	i	-0.5%	i	-1.1	-15.7%	-8.3%	-0.3%	0.8%

Later entries.
compound	Nrf2 block	ATXN viability	Mm-Cpn inhibitor	pAkt inh	CCT chaperon mod	HepG2 viability	A549 viability	Nrf2 activator	TGFb inhibitor
Nn1c(SCC(=O)NC2CCCc3ccccc32)nnc1-c1cccs1 (stereo unspecified)	9.2%	i	0.5%	-103.4%*	-1.8	-51.7%	2.7%	1.8%	-14.8%
C[C@H]1CN(CCc2ccccc2)C(=O)[C@@H]1CC(=O)Nc1ccccc1	.	i	.	i	0.0	-19.5%	.	-0.3%	15.8%
O=C(NCCOC(=O)c1ccc(F)cc1)c1ccc(F)cc1	-8.0%	i	-1.2%	i	-1.9	14.6%	1.2%	-0.6%	4.0%
CCOc1ccc(-n2c(=O)[nH]cc(C(=O)Nc3ccc(OC)c(OC)c3)c2=O)cc1	1.9%	i	?	i	0.1	2.5%	3.7%	1.4%	4.0%
Clc1ccc(-c2n[nH]c3c2CCC3)c(Cl)c1	-11.3%	i	-0.7%	i	0.9	-5.0%	-0.8%	0.0%	-3.4%
COc1ccc(NC(=O)c2ccc3c(c2)NC(=O)CS3)cc1	-9.8%	i	-2.4%	i	0.3	5.7%	-1.6%	1.2%	8.0%
O=C1CC(N2CCN(C/C=C/c3ccccc3)CC2)C(=O)N1Cc1ccc(N2CCCC2=O)cc1 (stereo unspecified)	?	?	-1.8%	i	-1.6	-8.9%	-3.6%	-0.8%	-20.8%
COC(=O)c1ccc(CN(c2ccc(C(=O)O)c(O)c2)S(=O)(=O)c2ccc(Cl)c([N+](=O)[O-])c2)cc1	6.6%	i	-1.6%	i	-2.3	-16.7%	-16.2%	?	?

New compounds follow:
compound	Nrf2 block	ATXN viability	Mm-Cpn inhibitor	pAkt inh	CCT chaperon mod	HepG2 viability	A549 viability	Nrf2 activator	TGFb inhibitor
CCOC(=O)N1CCN(S(=O)(=O)c2ccc(C(=O)Nc3ccc4c(c3)C(=O)NC4=O)cc2)CC1	-12.0%	?	-22.4%	i	1.5	-0.3%	3.1%	-0.7%	?
CN(C)S(=O)(=O)c1ccc(C(=O)NCC[N+]2(C)CCCCCC2)o1	4.5%	i	0.1%	i	-0.6	1.0%	-2.2%	-0.2%	2.6%
Cc1ccc(CNC(=O)C2CSC3(C)CCC(=O)N23)cc1 (stereo unspecified)	-1.3%	i	-0.8%	i	0.2	-0.6%	-0.9%	-0.8%	-2.6%
Cc1ccc2ccc(C3C(=O)c4ccccc4C3=O)nc2c1	?	i	.	.	-0.8	-12.8%	-1.9%	?	1.7%
COc1ccc(CCNC(=O)CN(C2CCCCC2)S(C)(=O)=O)cc1OC	-2.9%	?	-1.3%	i	-2.3	-11.5%	-4.5%	2.7%	-0.5%
O=C(CSc1nc2ccccc2o1)NCC1CCCO1 (stereo unspecified)	?	?	-1.4%	i	2.6	0.0%	-1.4%	0.6%	8.6%
COc1ccc(-c2nc(-c3ccccn3)no2)cc1	.	i	1.3%	i	0.0	3.55µM*	-2.6%	-3.2%	-1.1%
CCN1CCN(C(=S)c2ccc(OCC(=O)N3CCOCC3)cc2)CC1	15.0%	i	-0.8%	i	0.2	-34.7%	7.7%	0.3%	5.3%
